Compound activity deposited in PubChem BioAssay by several laboratories.
phage Ecoli inh: growth loss of phage-infected E. coli, primary screen, RecBCD inhibitor project, absorbance, with phage, HTS; inhibition, % at 11.9 µM; 360,000 compounds, 0.26% hits; AID 651602, 2012; in the data active = inhibition above about 11%
Ecoli viability: E. coli V3065 growth inhibition, primary screen, counter-screen for AddAB inhibitor project, absorbance, OD600 | 330,000 compounds, 0.27% hits | 18 h | AID 449728, 2010 | inhibition, % at 11.9 µM;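 active = inhibition above the campaign's mean inhibition across all tested compounds plus 3 SD, cut at about 9.9% in these data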;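 also: uninfected addAB+ strain grown without phage in ampicillin broth; 0% = DMSO wells and 100% = ciprofloxacin 0.95 µg/ml wells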
PfHsp90 yeast 2: growth inhibition of PfHsp90-expressing yeast, primary screen, antimalarial PfHsp90 inhibitor project, S. cerevisiae, BacTiter-Glo luminescence, single point, set 2; BacTiter-Glo ATP, 48 h; yeast lacking PDR1 and PDR3 efflux regulators; inhibition, % at 9.4 µM; 310,000 compounds, 0.32% hits; AID 504621, 2011;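 active = every replicate shows inhibition above about 80%, whatever the replicate mean, limit read from the data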;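 also: 0% = DMSO neutral controls and 100% = 20 µM radicicol positive controls; yeast relying on Plasmodium falciparum Hsp90 in place of its own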
SUMO Mot1 rescue: yeast Mot1-301 growth rescue at high temperature, primary screen, SUMOylation pathway inhibitor project, S. cerevisiae, ATP luminescence, 38.5C; S. cerevisiae Mot1-301 growth rescue; percent above DMSO median, 100 means doubled; growth rescue, % at 18.8 µM; 320,000 compounds, 1% hits;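 active = every valid replicate shows activation above 250% relative to neutral control wells; inactive = the rest, any valid replicate at or below 250%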;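 also: OY570 slx delta 5 strain wells were the positive control but not used for scaling; some compounds called inactive have numbers as strong as hits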
AddAB inh: growth inhibition of E. coli expressing H. pylori AddAB, primary screen, AddAB inhibitor project, absorbance; inhibition, % at 11.9 µM; AID 435030, 2010; 330,000 compounds, 0.29% hits; in the data active = inhibition above about 12%;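 also: 0% = vehicle wells of infected cells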
PKA-R1A activ: activators of PKA-R1A holoenzyme, primary screen, biochemical, fluorescence polarization, Cy5-IP20, bovine R1A, mouse PKAc. cAMP-dependent protein kinase type I-alpha regulatory subunit (Bos taurus) + …. AID 504707, 2011. activation, % at 11.4 µM. PKA-R1A dissociation; scaled: DMSO 0%, 113 µM cGMP 100%. 340,000 compounds, 0.083% hits;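 active = percent activation above the mean of all tested compounds plus 3 SD, cut at about 19% in these data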;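 also: higher means more PKAc released from R1A so a rise in polarization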
PKA-R2B act: activators of PKA-R2B holoenzyme, primary screen, biochemical, fluorescence polarization, Cy5-IP20, human. activation, % at 11.4 µM. PKA-R2B holoenzyme dissociation; R2B truncated from residue 108, S112A mutant; 0% DMSO only, 100% 113 µM cGMP. cAMP-dependent protein kinase catalytic subunit beta (Homo sapiens) + cAMP-dependent …. 340,000 compounds, 0.079% hits. AID 504700, 2011;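 active = activation above a cutoff set at the mean over all compounds plus 3 SD, cut at about 18% in these data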;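 also: higher means more holoenzyme dissociation and a rise in polarization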
MOR-DOR inv ag: inverse agonists of MOR-DOR heterodimerization, primary screen, cell-based, luminescence; 340,000 compounds, 0.21% hits; Mu-type opioid receptor (Homo sapiens) + Delta-type opioid receptor (Homo sapiens), …; inhibition, % at 9.3 µM; cell-based MOR-DOR heterodimer luminescence, inverse agonism; in the data active = inhibition above about 22%, passing the limit was not always enough;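 also: 0% = cells with DMSO and 100% = wells without cells with DMSO; values of inactives mirror those of a sister screen read the other way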
Target sequence (P35372 whole entry, looked up): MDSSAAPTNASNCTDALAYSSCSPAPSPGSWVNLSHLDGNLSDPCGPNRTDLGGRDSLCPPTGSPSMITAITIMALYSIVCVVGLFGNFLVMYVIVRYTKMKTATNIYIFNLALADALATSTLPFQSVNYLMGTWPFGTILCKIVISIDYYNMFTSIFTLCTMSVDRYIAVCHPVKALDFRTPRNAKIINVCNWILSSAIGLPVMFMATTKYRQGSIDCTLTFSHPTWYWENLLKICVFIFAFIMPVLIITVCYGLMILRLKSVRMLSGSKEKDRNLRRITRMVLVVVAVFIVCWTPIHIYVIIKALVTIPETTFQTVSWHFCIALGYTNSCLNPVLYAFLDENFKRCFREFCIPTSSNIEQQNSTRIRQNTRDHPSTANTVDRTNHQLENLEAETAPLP
Target sequence (P41143 whole entry, looked up): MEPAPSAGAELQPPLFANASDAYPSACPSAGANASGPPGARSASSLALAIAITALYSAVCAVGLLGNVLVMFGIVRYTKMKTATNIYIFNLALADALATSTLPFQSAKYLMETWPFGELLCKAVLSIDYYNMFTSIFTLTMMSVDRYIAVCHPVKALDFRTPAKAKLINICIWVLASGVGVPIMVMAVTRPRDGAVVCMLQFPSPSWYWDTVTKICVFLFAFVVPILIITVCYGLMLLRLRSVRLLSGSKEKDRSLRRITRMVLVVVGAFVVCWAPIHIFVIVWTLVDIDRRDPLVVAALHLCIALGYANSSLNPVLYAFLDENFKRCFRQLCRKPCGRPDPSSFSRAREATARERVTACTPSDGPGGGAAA
HTR5A inv ag: HTR5A inverse agonists in luminescence cell assay, primary screen, counter-screen for OPRM1-OPRD1 heterodimer inverse agonist project, full-deck HTS; 5-hydroxytryptamine receptor 5A (Homo sapiens), P47898; HTR5A cell line, inverse agonism; inhibition, % at 9.3 µM; 340,000 compounds, 0.083% hits; AID 504634, 2011; in the data active = inhibition mostly above about 23%, no sharp cut-off; inactive = mostly below about 18%;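 also: 0% = cells with DMSO and 100% = no-cell wells with DMSO; some compounds called inactive have numbers as strong as hits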
OPRM1-OPRD1 ag: agonists of OPRM1-OPRD1 heterodimerization, primary screen, cell-based, luminescence; cells; activation, % at 9.3 µM; 340,000 compounds, 0.3% hits; in the data active = activation above about 18%;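 also: 0% = vehicle-treated cells and 100% = reference agonist; values of inactives mirror those of a sister screen read the other way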
Tat transport: E. coli Tat export inhibitors, primary screen, MC4100, TorA-mCherry reporter, fluorescence, single point. inhibition, % at 10 µM. 340,000 compounds, 0.036% hits;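 active = mean replicate inhibition at least 50% and at least half of replicates individually reaching 50%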;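 also: exported cargo escapes ClpAP degradation while cytoplasmic cargo is degraded and loses fluorescence; 0% = median of neutral control wells and 100% = median of NaSCN control wells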
* = called active by the depositor; . = not tested or not shown; & = joins results of further samples. No enrichment for hits (roughly 2.2% active in at least one column).

SMILES	phage Ecoli inh	Ecoli viability	PfHsp90 yeast 2	SUMO Mot1 rescue	AddAB inh	PKA-R1A activ	PKA-R2B act	MOR-DOR inv ag	HTR5A inv ag	OPRM1-OPRD1 ag	Tat transport
CN(/N=C/c1ccc(N(C)C)cc1)C1=NS(=O)(=O)c2ccccc21	0.3	-0.1	-27	127	-0.7	-2	-1	1	0	-0.2	6
Cc1ccc(NC(=O)c2cnn(-c3ccccc3)c2NC(=O)c2ccco2)cc1C	.	-1.0	-2	56	4.5	0	2	18	6	-4.3	-11
Cc1ccc(S(=O)(=O)c2nnn(-c3cccc(F)c3)c2N)cc1	0.3	-0.4	-2	-12	1.4	1	7	2	1	-0.5	3
COC(=O)c1ccc(Oc2cc(C)nc(NCc3ccccc3)n2)cc1	0.5	-1.3	3	9	0.8	0	-10	-14	-6	2.6	-3
CC(=O)C[C@@H](O)CC(=O)[C@@H]1OC(=O)[C@@H](C)CCCCc2ccccc21	0.7	0.4	0	.	3.7	-1	-10	12	-3	-2.5	7
Cc1cccc(C)c1NC(=S)N/N=C1\CC2CC=CC12 (stereo not drawn)	2.6	-1.1	-3	9	4.1	4	2	-2	-30	0.4	-2
COc1ccccc1OCc1nc(C#N)c(N2CCC(C(N)=O)CC2)o1	1.3	2.5	-1	185	-0.4	3	-6	13	9	-2.4	3
CCCCN1CC(COCc2ccccc2)Oc2cccc(Oc3ccc(C)cc3)c2S1(=O)=O (stereo not drawn)	0.6	.	-1	.	.	-2	0	10	-3	-2.2	-4
O=C(Nc1ccc(N2CCOCC2)cc1)c1ccccc1SCC(=O)N1CCCC1	2.0	-1.9	15	15	-0.8	6	-11	-1	-3	0.3	4
Cc1ccccc1CN1C(=O)c2ccccc2Sc2ccc(C(=O)O)cc21	3.7	2.1	-8	-4	0.9	9	-3	-2	0	0.5	0
CS/C(=N\S(=O)(=O)c1cccs1)Nc1ccc(F)cc1	-1.2	-0.2	2	340	0.6	-8	3	-6	18	1.2	13
O=C(N/N=C/c1ccc(N2CCOCC2)o1)c1ccccc1[N+](=O)[O-]	3.4	0.8	23	-10	3.7	-4	4	11	-2	-2.1	4
COc1cc(/C=C/C(=O)OCC(=O)NCC(=O)Nc2cccc(C)c2C)ccc1OC(F)F	1.4	-1.2	-2	0	0.8	-3	12	7	-7	-1.7	-6
CCn1nnnc1-c1ccc(OC)c(S(=O)(=O)Nc2ccc(S(N)(=O)=O)cc2)c1	1.3	-1.3	-6	4	1.3	6	-5	2	-6	-0.4	-6
O=C(COC(=O)c1cc(S(=O)(=O)N2CCCC2)ccc1O)Nc1ccc(SC(F)F)cc1	3.9	-0.9	-1	.	0.6	-10	5	-12	-5	2.8	0
COc1ccccc1CNC(=O)c1cc(C(C)=O)c[nH]1	0.8	-0.3	-2	135	-2.0	-12	-7	10	-13	-2.2	5
CCOC(=O)C1=C(C)OC(N)=C(C#N)C1c1ccc(OC)c(CSc2ccccn2)c1 (stereo not drawn)	0.5	1.8	18	8	1.4	9	-9	-25	-9	3.4	-3
O=C1CCCCCN1C(=O)c1ccc(C(=O)N2CCCCCC2=O)cc1	-0.6	1.6	1	-7	1.6	1	-2	9	-1	-2.1	4
CC(C)n1c(C(=O)OCC(=O)NCc2ccc3c(c2)OCO3)cc2sccc21	2.0	2.1	17	100	3.7	-6	6	-15	16	2.6	12
CC(=O)Nc1cccc(/C(C)=N/NC(=O)c2cccs2)c1	2.9	1.1	-5	15	0.4	-8	-13	8	0	-1.1	7
COCCCNCCCCOc1c(Cl)cc(C)cc1Br	0.5	-0.4	.	.	0.5	-4	3	-12	5	2.3	-5
Cc1ccc(-n2c(=O)c3sccc3n(CC(=O)NCc3ccco3)c2=O)cc1	2.2	0.4	7	-8	0.2	2	4	14	9	-2.5	-6
Cc1cc(Cl)cc(C)c1OCCOCCNCc1ccccc1	-2.8	0.1	6	17	0.9	-1	-3	-15	4	3.0	6
CCc1noc(C)c1C(=O)OCC(=O)Nc1nc(-c2ccc(F)c(F)c2)cs1	1.5	-1.8	-57	18	0.6	-11	0	-31	2	7.6	-2
NS(=O)(=O)c1cc(C(=O)N2CCc3ccccc32)c(Cl)cc1Cl	3.4	2.0	5	19	0.9	1	-17	-10	4	2.2	-2
(more compounds)
SMILES	phage Ecoli inh	Ecoli viability	PfHsp90 yeast 2	SUMO Mot1 rescue	AddAB inh	PKA-R1A activ	PKA-R2B act	MOR-DOR inv ag	HTR5A inv ag	OPRM1-OPRD1 ag	Tat transport
CCN1C(=O)N[C@H](c2ccc(Br)cc2)C(C(=O)OC)=C1C	1.8	-2.8	2	0	0.3	1	1	9	-18	-1.6	4
CC(C)(C)c1ccc(OCc2ccc(C(=O)NCc3cccnc3)o2)cc1	5.0	2.5	-14	26	8.0	-2	-7	12	-6	-2.5	17
CC(C(=O)N1CCN(Cc2ccc3c(c2)OCO3)CC1)n1cc([N+](=O)[O-])cn1 (stereo not drawn)	0.8	-1.9	-6	-10	-0.3	-3	-4	1	-11	-0.2	-9
CC(=O)Nc1ccc(NC(=O)c2ccc3c(c2)CCN3S(C)(=O)=O)cc1	1.1	-3.0	0	136	0.0	1	5	6	-6	-1.2	-8
CC1=NN(c2ccc(Cl)cc2)C(=O)C1C(c1ccccc1O)c1c(C)[nH]n(-c2ccc(Cl)cc2)c1=O (stereo not drawn)	.	1.1	-43	155	1.5	4	0	12	3	-1.7	0
O=C(O)c1ccc2c(c1)c1c3n2CCNC3CCC1 (stereo not drawn)	0.6	1.4	1	24	0.4	-2	3	19	15	-4.2	-12
COc1ccc(OC)c(-c2cc(C(=O)N/N=C/c3cc(OC)c(OC)cc3OC)c3ccccc3n2)c1	3.2	-0.3	2	-12	-0.4	-2	2	5	-45	-1.0	-2
CC1CN(C(=O)c2ccc(Br)c(S(=O)(=O)N3CCOCC3)c2)CC(C)O1 (stereo not drawn)	0.1	1.1	7	6	0.5	-10	7	-6	10	1.4	8
O=C(NCc1ccco1)c1csc2c1CCCC2	2.1	2.5	4	345	1.5	.	.	.	.	.	0
CCCC(=O)Nc1ccc(C(=O)COC(=O)C2CC2)cc1	3.2	2.6	3	-20	0.8	2	-6	13	-14	-3.3	5
C[C@H]1O[C@@H](O[C@H]2CC[C@@]3(C)C(CC[C@]4(C)C3C=C[C@]35OC[C@@]6(CCC(C)(C)C[C@H]63)[C@@H](O)C[C@]54C)[C@]2(C)CO)[C@H](O)[C@@H](O[C@@H]2O[C@H](CO)[C@@H](O)[C@H](O)[C@H]2O)[C@H]1O (stereo partly drawn)	1.3	-1.8	-13	11	-1.1	-4	-3	-6	-6	1.1	1
COc1ccc(CN2CCCCC2C)c(C)c1C (stereo not drawn)	3.3	1.6	19	-18	1.2	0	-3	4	-16	-0.7	-7
O=C(COC(=O)c1cccc(NC(=O)c2ccco2)c1)c1ccc(Br)cc1	4.5	-0.8	-17	-3	2.8	-2	-1	-3	-2	0.7	-2
O=S(=O)(NCCc1csc(-c2ccc(C(F)(F)F)cc2)n1)c1ccc2c(c1)OCCO2	1.4	-2.3	-28	31	0.3	-8	-2	-14	-47	2.5	18
COCC(C)N1CCC(Oc2cccc(C(=O)NCCc3ccccc3)c2)CC1 (stereo not drawn)	3.6	0.9	5	-9	-1.4	-4	-5	7	-6	-1.3	2
CCOCCCN(C(=O)c1ccco1)C(C(=O)NC1CCCC1)c1cccc(OC)c1OC (stereo not drawn)	2.5	.	3	.	.	10	8	16	-9	-2.8	1
C/C(=N/NC(=O)c1cc(-c2cccc([N+](=O)[O-])c2)n[nH]1)c1ccc(Cl)cc1	1.8	-0.8	22	3	2.0	0	1	5	-19	-1.0	1
O=C(CCNC(=O)c1ccc(Cl)cc1)NNC(=O)c1ccc(F)cc1	2.5	.	-17	.	.	-1	-12	14	11	-2.3	4
NC(N)=N/N=C/c1cc([N+](=O)[O-])ccc1O	5.0	0.1	-5	0	4.6	-7	-3	10	21	-2.3	-2
Cn1cnnc1SCC(=O)c1c[nH]c2ccccc12	4.1	-0.7	-9	3	-0.2	6	2	7	12	-1.3	-4
Cc1ccc(S(=O)(=O)CC(C)N2CCN(C3CCCCC3)CC2)cc1 (stereo not drawn)	0.9	-0.5	42	3	1.5	-4	5	-2	2	0.4	-6
CCOC(=O)c1cc2c(=O)n3cccc(C)c3nc2n(CC2CCCO2)c1=NC(C)=O (stereo not drawn)	3.5&1.4	3.8	5&-1	5	3.0	-8&4	1&1	16&1	-4&-17	-3.1&-0.1	2&-4
COc1ccccc1CN1CC(C(=O)NCc2cnn(C)c2)CCC1=O (stereo not drawn)	5.1	-2.4	3	-9	-0.4	-5	-6	13	1	-2.5	-15
COc1ccc(-c2nn3c(-c4ccc(F)cc4)nnc3s2)cc1	1.3	-2.2	.	-1	0.2	4	9	2	-10	-0.4	-3
Cc1ccc2nc(SCc3nc4cc(Cl)ccc4c(=O)[nH]3)[nH]c2c1	2.7	-2.2	.	5	-1.9	7	-9	18	-40	-3.7	2
Following part:
SMILES	phage Ecoli inh	Ecoli viability	PfHsp90 yeast 2	SUMO Mot1 rescue	AddAB inh	PKA-R1A activ	PKA-R2B act	MOR-DOR inv ag	HTR5A inv ag	OPRM1-OPRD1 ag	Tat transport
CCC(C)(C)NC(=O)C(c1cccc(OC)c1OC)N(Cc1ccc(OC)cc1)C(=O)CCC(=O)Nc1cc(C)on1 (stereo not drawn)	0.7	-2.0	-24	4	1.8	15	4	0	13	0.0	5
CCCCc1ccc(NC(=O)CSc2nc(=O)n(CCN(CC)CC)c3c2CCC3)cc1	-1.6	0.8	.	-5	-2.3	-6	-10	-2	11	0.4	8
COc1cc(NC(=O)c2csc(N)n2)cc(C(=O)Nc2cccc(C(F)(F)F)c2)c1	-0.1&0.0	0.4	-19	201	-0.3	-5&0	-10&-4	11	5	-2.3	-7
COc1cccc(N/C(C)=C/C(=O)c2ccc(Br)cc2)c1	-0.8	0.4	-5	.	1.3	-1	-6	-16	-14	2.8	4
O=C(CSCc1ccc(Br)cc1)N1CCOCC1	-1.9	0.0	32	-18	1.4	-1	-2	11	-8	-1.9	6
Cc1nnsc1C(=O)NNS(=O)(=O)c1ccccc1	-0.5	4.0	8	-9	0.2	-10	-4	4	3	-0.6	-8
COc1ccc(C(C)(C)C)cc1NC(=O)C1=CC=CN2CCS(=O)(=O)N=C12	4.7	1.9	-5	-12	0.0	-2	-2	15	-10	-3.8	-7
